# Compound activity: PubChem BioAssay, NCI
# NCI-60 one-dose screen, 48 h, at 10 µM unless noted. Numbers give growth in % (100 = growth as untreated, 0 = no growth, -100 = all killed).
# NCI-H322M: NCI-H322M lung cancer. 80,000 tested, 2.7% active
# NCI-H460: NCI-H460 lung cancer | 82,000 tested, 6.8% active
# NCI/ADR-RES: NCI/ADR-RES ovarian cells; 81,000 tested, 4.4% active
# NCI-H23: NCI-H23 lung cancer. 80,000 tested, 4% active
# COLO 205: COLO 205 colon cancer; 79,000 tested, 7.3% active
# NCI-H522: NCI-H522 lung cancer | AID 1794739 | 78,000 tested, 8% active
# NCI-H226: NCI-H226 lung cancer; 79,000 tested, 3.5% active; AID 1794732
# SK-OV-3: SK-OV-3 ovarian cancer cells; 80,000 tested, 3.2% active
# IGROV1: IGROV1 ovarian cancer. 79,000 tested, 4.7% active. AID 1794786
# Active calls of the source: *; · = not tested or not shown. How the source made its calls: active means growth percent below 10; inactive means the rest.
entry	molecule	NCI-H23	NCI-H322M	SK-OV-3	NCI-H226	IGROV1	NCI/ADR-RES	COLO 205	NCI-H522	NCI-H460
1	CC(C)(C)C(=O)/C=C/c1ccccc1	96	79	96	96	95	97	116	94	107
2	Cn1c2ccccc2c2c3c(c4c5cccnc5[nH]c4c21)C(=O)N(O)C3=O	15	63	38	74	45	57	22	48	15
3	Cc1ccc(-c2c(C(=O)NS(=O)(=O)C3CC3)n(Cc3cccc(C(F)(F)F)c3)c3ccccc23)cc1Cl	72	79	85	69	74	78	104	72	68
4	O=Cc1cn(-c2ccc(C(=O)O)cc2)nc1-c1ccc(O)cc1	99	103	103	108	102	105	111	86	109
5	Cc1ccc(C2=Nn3c(nn4c(SCC(=O)c5ccc(Cl)cc5)nnc34)SC2)cc1	96	89	116	104	87	98	108	96	100
6	CCCNc1ncnc2c1cnn2C	107	87	104	111	·	102	96	·	105
7	CCOC(=O)c1c(C)nc2c(c1N)/C(=C/c1ccc(OC)c(O)c1)C(=O)N2c1ccc(OC)cc1	95	87	107	106	75	92	·	82	93
8	CCOC(=O)C1C(=O)N(C)C(=O)N1c1ccc(C)cc1 (centres undefined)	101	95	101	91	103	107	113	100	111
9	Nc1ncnc2c1ncn2C1O[C@H](COP(=O)(O)O)[C@@H](O)[C@H]1O (some centres undefined)	104	121	115	103	124	101	123	99	115
10	C#CC(F)(F)[C@]1(O)CC[C@H]2[C@@H]3CCC4=CC(=O)CCC4=C3[C@@H](c3ccc(C(C)=O)cc3)C[C@@]21C	39	97	53	93	-34*	83	78	-73*	97
11	COc1ccc2cc(C3=CC(=O)CCC3)ccc2c1	92	94	120	55	104	96	100	·	110
12	O=CN1N=C(c2ccc(Nc3ccnc4cc(Cl)ccc34)cc2)CC1c1ccc(Cl)cc1 (centres undefined)	39	44	4.3*	53	27	0.5*	12	27	7.0*
13	COc1cc(/C=C/C(=N\O)c2cc3ccccc3oc2=O)cc(OC)c1OC	99	109	102	98	110	96	117	90	100
14	CC1CCCc2c1nc1ncnc(N)c1c2-c1ccc(Cl)cc1 (centres undefined)	96	110	88	109	105	100	112	89	102
15	COc1ccc(Nc2nc(N)nc(N)c2N)cc1	101	110	111	101	100	104	112	98	109
16	O=C(NNC1CCN(Cc2ccccc2)CC1)c1ccccc1	110	96	96	102	100	108	100	94	116
17	COc1ccc(NC(=O)CSc2nc(C)c(C(C)=O)n2-c2ccccc2)cc1	93	95	97	105	87	95	109	93	90
18	O=C1Cc2cc(CCN3CCN(c4nsc5ccccc45)CC3)c(Cl)cc2N1	102	·	121	99	101	98	109	·	103
19	CCOC(=O)N1CCN(C(=O)OCC)CC1	98	98	100	95	110	98	120	104	107
20	CN1C(C(=O)Nc2ccccn2)=C(O)c2ccccc2S1(=O)=O	102	·	106	89	·	103	97	96	110

# From no. 6 up to 19, as listed above:
entry	molecule	NCI-H23	NCI-H322M	SK-OV-3	NCI-H226	IGROV1	NCI/ADR-RES	COLO 205	NCI-H522	NCI-H460
6	CCCNc1ncnc2c1cnn2C	107	87	104	111	·	102	96	·	105
7	CCOC(=O)c1c(C)nc2c(c1N)/C(=C/c1ccc(OC)c(O)c1)C(=O)N2c1ccc(OC)cc1	95	87	107	106	75	92	·	82	93
8	CCOC(=O)C1C(=O)N(C)C(=O)N1c1ccc(C)cc1 (centres undefined)	101	95	101	91	103	107	113	100	111
9	Nc1ncnc2c1ncn2C1O[C@H](COP(=O)(O)O)[C@@H](O)[C@H]1O (some centres undefined)	104	121	115	103	124	101	123	99	115
10	C#CC(F)(F)[C@]1(O)CC[C@H]2[C@@H]3CCC4=CC(=O)CCC4=C3[C@@H](c3ccc(C(C)=O)cc3)C[C@@]21C	39	97	53	93	-34*	83	78	-73*	97
11	COc1ccc2cc(C3=CC(=O)CCC3)ccc2c1	92	94	120	55	104	96	100	·	110
12	O=CN1N=C(c2ccc(Nc3ccnc4cc(Cl)ccc34)cc2)CC1c1ccc(Cl)cc1 (centres undefined)	39	44	4.3*	53	27	0.5*	12	27	7.0*
13	COc1cc(/C=C/C(=N\O)c2cc3ccccc3oc2=O)cc(OC)c1OC	99	109	102	98	110	96	117	90	100
14	CC1CCCc2c1nc1ncnc(N)c1c2-c1ccc(Cl)cc1 (centres undefined)	96	110	88	109	105	100	112	89	102
15	COc1ccc(Nc2nc(N)nc(N)c2N)cc1	101	110	111	101	100	104	112	98	109
16	O=C(NNC1CCN(Cc2ccccc2)CC1)c1ccccc1	110	96	96	102	100	108	100	94	116
17	COc1ccc(NC(=O)CSc2nc(C)c(C(C)=O)n2-c2ccccc2)cc1	93	95	97	105	87	95	109	93	90
18	O=C1Cc2cc(CCN3CCN(c4nsc5ccccc45)CC3)c(Cl)cc2N1	102	·	121	99	101	98	109	·	103
19	CCOC(=O)N1CCN(C(=O)OCC)CC1	98	98	100	95	110	98	120	104	107

# The results go on.
entry	molecule	NCI-H23	NCI-H322M	SK-OV-3	NCI-H226	IGROV1	NCI/ADR-RES	COLO 205	NCI-H522	NCI-H460
21	Cc1ccc(-c2nc(C#N)c(S(=O)(=O)N3CCN(c4oc(-c5ccccc5)nc4C#N)CC3)o2)cc1	94	98	122	98	108	104	118	90	104
22	COc1ccc2[nH]c(O)c(/C=c3/ccc4c(c3)N=C(c3cccs3)N=4)c2c1	72	82	90	94	79	90	86	101	70
23	CCCCCc1cn(CC(=O)Nc2nc3ccccc3s2)nn1	106	·	108	97	100	105	109	96	105
24	COc1ccc(NC(=O)c2ccc(-c3ccccc3)cc2)c(C(N)=O)c1	95	92	99	95	102	98	110	·	100
25	CC(CCc1ccccn1)C(=O)c1ccccc1 (centres undefined)	120	111	106	97	104	112	104	97	111
26	c1ccc(-c2c(-c3ccccc3)[n+](Cc3ccc4ccccc4c3)c(-c3cccc4ccccc34)n2Cc2ccc3ccccc3c2)cc1	-38*	4.5*	-50*	-42*	-71*	-19*	-65*	-39*	-80*
27	Cc1ccc(N=Nc2c(N)nn(-c3ccccc3)c2N)cc1	6.7*	33	37	76	48	-5.1*	17	-11*	9.8*
28	C=C1C(=O)O[C@H]2[C@H]1CC/C(COC(=O)CCC(=O)OC/C1=C/CC[C@@]3(C)O[C@H]3[C@H]3OC(=O)C(=C)[C@@H]3CC1)=C\CC[C@@]1(C)O[C@@H]21	59	96	85	84	11	90	-55*	-69*	94
29	CN(C)c1ncnc2c1ncn2C	87	97	100	94	116	95	100	89	94
30	O=C(COc1cccc(/C=C2\CSc3ccc(Cl)cc3C2=O)c1)c1ccc(Cl)cc1	75	·	86	84	·	73	115	37	91
31	CCC[C@@H](C)/C=C(\C)[C@H]1O[C@@](O)(CC)[C@H](C)C(=O)[C@@H]1C	92	97	104	98	104	92	102	101	105
32	C/C=C/C(=O)OC1CCCC1	105	103	99	103	109	106	100	99	110
33	CC(C)(C)C(=O)OC(N)/C=C/c1ccccc1 (centres undefined)	106	112	99	102	108	101	108	95	96
34	COc1cc([C@@H]2c3cc4c(cc3[C@H](OC3OC5COC(c6ccccc6)OC5C(O)C3O)[C@H]3COC(=O)[C@H]23)OCO4)cc(OC)c1OC (some centres undefined)	22	44	83	76	-46*	-39*	-78*	17	21
35	CONC(=O)C1CN(c2cccc(Cl)c2)N(c2cccc(Cl)c2)C1=O (centres undefined)	88	85	91	86	97	89	97	88	109

# Rows are unselected; about 11% have a hit in one of these screens.
